S100A4 inh HTS: inhibitors of human S100A4 binding to myosin IIA peptide; hit rate 0.14% among 360,000; S100A4/TAMRA-MyoIIA peptide fluorescence polarization; P26447; inhibition, % at 10.7 µM; AID 652163;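 active = mean inhibition of at least 70% across replicates, with every replicate also reaching that level; inconclusive = mean inhibition reaches 70% but some replicates fall short; inactive = mean inhibition below 70%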
Target sequence (P26447 whole entry, looked up): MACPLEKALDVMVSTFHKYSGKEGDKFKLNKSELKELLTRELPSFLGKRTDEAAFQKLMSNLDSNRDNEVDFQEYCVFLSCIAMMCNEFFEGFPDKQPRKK
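Material: S100A4 monomer (human). Medium: Calcium-containing HEPES buffer, pH 7.2. Probe or stimulus: labelled myosin peptide probe, 5 nM. Compound dosing: one concentration per compound. Timing: polarization read 5 min after assay mix addition, stable 5–60 min. Benchmarks: DMSO as neutral control, TFP as positive control.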
esBAF inh: SWI/SNF esBAF complex inhibition; mouse ES cells, Bmi1-luciferase knock-in reporter, 24 h; 100% = twice the neutral-well signal; reporter increase, % at 12.5 µM; hit rate 2% among 350,000; in the data active = activation above about 40%; inconclusive = no clear call, values can overlap the other calls;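 note: 0% = median of the plate's neutral control wells and 100% = double that signal; a rise in the Bmi1 reporter signal indicates esBAF inhibition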
Xi reactivation: X-chromosome reactivation activator; XiGFP mouse fibroblasts, % GFP-positive cells imaging, 3 d; cells co-treated with 5-aza-dC sensitizer; scaled so ellipticine positive control = 100%; activation, % at 7.58 µM; hit rate 0.055% among 360,000;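 active = mean normalized replicate activation at least 10% and every replicate at or above 10%; inconclusive = only one of the two criteria met; inactive = mean below 10% and not all replicates reach 10%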;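 note: 0% = median of on-plate neutral control wells and 100% = ellipticine 6 µM median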
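Material: SV40-immortalized XiGFP fibroblast cells, line 68-5-11 | Buffer or medium: DMEM containing 5-aza-dC | Dosing: One concentration, pinned | Times: 3 d treatment, 15 min room-temperature fixation | Controls: Ellipticine 6 µM positive control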
RAD54 inh: blocks human RAD54 Holliday junction branch migration; Q92698; AID 602329; FAM/BHQ fluorescence; inhibition, % at 10.4 µM; hit rate 0.14% among 360,000;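 active = mean normalized replicate activity at least 40 and at least half of replicates scoring 40 or more; inconclusive = only one of the two criteria met; inactive = mean below 40 and under half of replicates reaching 40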;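 note: 0% = median of neutral control wells and 100% = median of positive control wells; inhibitors cause a drop in the FAM fluorescence signal; in these data hits start at about 50%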
Target sequence (Q92698 whole entry, looked up): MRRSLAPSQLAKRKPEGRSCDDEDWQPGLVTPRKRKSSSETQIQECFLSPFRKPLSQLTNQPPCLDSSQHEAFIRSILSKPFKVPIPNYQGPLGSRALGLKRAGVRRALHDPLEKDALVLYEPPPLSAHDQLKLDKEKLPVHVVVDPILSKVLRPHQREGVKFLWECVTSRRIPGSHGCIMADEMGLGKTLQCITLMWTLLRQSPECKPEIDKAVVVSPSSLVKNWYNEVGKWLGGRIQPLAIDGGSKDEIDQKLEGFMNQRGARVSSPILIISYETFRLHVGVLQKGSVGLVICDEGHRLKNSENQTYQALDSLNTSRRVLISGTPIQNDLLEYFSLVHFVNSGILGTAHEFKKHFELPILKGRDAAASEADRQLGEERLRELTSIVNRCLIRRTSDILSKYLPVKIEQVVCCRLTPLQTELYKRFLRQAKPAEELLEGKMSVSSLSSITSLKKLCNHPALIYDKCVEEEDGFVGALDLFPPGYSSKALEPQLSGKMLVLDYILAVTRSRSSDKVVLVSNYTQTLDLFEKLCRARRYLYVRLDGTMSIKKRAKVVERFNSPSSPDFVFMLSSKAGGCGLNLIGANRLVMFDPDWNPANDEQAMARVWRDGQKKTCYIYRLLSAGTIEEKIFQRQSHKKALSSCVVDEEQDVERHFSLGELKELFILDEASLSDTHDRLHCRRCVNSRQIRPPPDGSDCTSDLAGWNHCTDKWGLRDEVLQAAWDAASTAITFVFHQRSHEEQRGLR
RAD52 inh: RAD52 (human) annealing inhibition | recombinant RAD52 DNA annealing, FRET fluorescence | inhibition, % at 18.7 µM | hit rate 0.46% among 360,000 | AID 651710;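 active = every replicate showing at least 50% inhibition; inconclusive = mean inhibition at least 50% but not in every replicate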
EWS-Fli inh: EWS/Fli transcriptional activity inhibition; hit rate 0.67% among 350,000; AID 651661; A673 NR0B1-luciferase reporter, viability-normalised; inhibition, % at 12.6 µM;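 active = mean inhibition of at least 50% after viability correction, with every replicate also passing that limit; inconclusive = mean reaches 50% but only one of two replicates passes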;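 note: firefly luciferase signal divided by Alamar Blue viability fluorescence both relative to DMSO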
E-selectin induc: E-selectin induction on HUVECs. HUVEC E-selectin immunofluorescence imaging; normalized: neutral wells 0, TNF-alpha wells 100. P16581. AID 686992. hit rate 0.37% among 260,000. activation, % at 7.58 µM;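 active = mean E-selectin-positive cell signal at least 10% of the positive control, reached in at least 60% of replicates, without over 20% cell loss; inconclusive = no rule given, readout overlaps actives, possibly toxicity-flagged; inactive = the rest, including those meeting only one limit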;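 note: in these data hits start at about 27%; measured in HUVEC primary endothelial cells; signal is the percent of cells scored E-selectin positive by PE staining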
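Read-out basis: % PE-positive cells; Test system: HUVEC primary endothelial cells; Technique: immunofluorescence imaging; Dosing: single-point compound dose.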
FN deposition inh: fibronectin deposition inhibition. AH1F fibroblasts, Alexa488-fibronectin deposition fluorescence, overnight. inhibition, % at 12.6 µM. hit rate 0.086% among 350,000. AID 743247;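 active = mean inhibition across replicates of 30% or more, regardless of how many single replicates reach that level; inconclusive = mean under 30% yet at least half of replicates reach 30%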;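 note: positive control wells lacked labelled fibronectin entirely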
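Assay system: AH1F fibroblasts / Quantity: 10000 cells per well / Medium: DMEM plus 2% serum, read in PBS / Reagent: labelled fibronectin 24 nM / Dosing: single dose, pinned / Times: 1 h cell attachment, overnight exposure to compound and label / Signal: fluorescence, ex 485 nm, em 525 nm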
Numbers without * were called inactive; ? = inconclusive; · = not tested or not shown.

no.	Compound	FN deposition inh	S100A4 inh HTS	RAD54 inh	E-selectin induc	esBAF inh	EWS-Fli inh	RAD52 inh	Xi reactivation
1	COCCNC(=O)C[C@H]1CC[C@H]2[C@@H](COC[C@H](O)CN2C(=O)Nc2ccc3c(c2)OCO3)O1	-11	1	-2	-0.1	7	-8	-15	0.0
2	C[C@H]1CN([C@@H](C)CO)C(=O)c2cc(NC(=O)Cc3cn(C)c4ccccc34)ccc2O[C@H]1CN(C)S(=O)(=O)c1cn(C)cn1	·	20	-1	·	-1	-17	8	0.3
3	CC(=O)c1ccc(Nc2nc(C(N)c3ccccc3Cl)cs2)cc1 (stereo not given)	-5	0	-4	·	-3	-6	-55	-0.2
4	Cc1cc(C)n2nc(C(=O)Nc3ccc(S(=O)(=O)N4CCCC4)cc3)nc2n1	10	-5	-3	-0.1	-4	-15	-15	0.0
5	O=C(CCN1CCOCC1)NNC(=S)NC(=O)c1ccccc1	-2	6	-8	·	2	9	-15	0.0
6	CCC(CC)C(=O)Nc1ccc(S(=O)(=O)Nc2nccs2)cc1	-3	6	·	1.1	·	4	-9	0.1
7	COc1ccccc1CNC(=O)C[C@H]1C[C@@H]2c3cc(NC(=O)c4ccc5c(c4)OCO5)ccc3O[C@@H]2[C@H](CO)O1	·	4	-4	0.1	-3	2	2	0.1
8	COc1ccccc1N(C)S(=O)(=O)c1ccc(C(=O)Nc2ccc(C(N)=O)cc2)cc1	0	10	-1	-0.3	9	5	-15	0.4
9	C[C@H]1CN([C@@H](C)CO)C(=O)c2cccc(NC(=O)c3nc4ccccc4s3)c2O[C@@H]1CN(C)S(=O)(=O)c1ccccc1	·	-9	3	1.2	4	8	0	-0.7
10	Cc1ccc(C(=O)NNS(=O)(=O)c2ccc(F)cc2)cc1	6	-2	1	·	4	0	-62	0.0
11	COc1cc(NC(=O)c2ccccc2C)c(OC)cc1NC(=O)CN1CCOCC1	3	-2	·	·	·	5	-21	0.1
12	CC(=O)N(C)C[C@H]1Oc2cc(-c3ccc(C)cc3)ccc2S(=O)(=O)N([C@@H](C)CO)C[C@@H]1C	·	21	-5	·	0	-4	3	0.2
13	CC(C)CN(C(=O)COc1ccc(C(C)(C)C)cc1)C1CCS(=O)(=O)C1 (stereo not given)	2	-10	7	-0.4	-3	3	-5	-0.1
14	CCN(Cc1ccncc1)C(=O)c1ccccc1NS(=O)(=O)c1ccc(Br)cc1	0	3	·	0.1	3	-6	-7	0.0
15	CCOC(=O)/C=C1\SCC(=O)N1CC(O)CN1C(=O)CS/C1=C/C(=O)OCC (stereo not given)	6	-1	·	-0.2	·	6	-13	0.9
16	Cc1ccc(S(=O)(=O)Nc2ccc3c(c2)C(=O)N([C@H](C)CO)C[C@H](C)[C@H](CN(C)C(=O)Nc2ccccc2)OCCCC[C@@H](C)O3)cc1	·	-5	-3	-0.1	-5	15	-21	0.1
17	CC1C(=O)C(C)C(c2ccc(Br)cc2)NC1c1ccc(Br)cc1 (stereo not given)	2	-5	-3	0.0	5	21	-1	0.2
18	C[C@]12c3[nH]c4ccc(Cl)cc4c3CCN1C(=O)[C@@H](CC(=O)NCCN1CCOCC1)C[C@@H]2C(=O)N1CCCCC1	5	-6	1	-1.8	-6	1	-6	0.0
19	O=C(CSc1nnc2ccccn12)N1CCc2ccccc21	-9	-26	2	3.1	53*	-41	-22	-0.1
20	O=c1c2c(ncn2C2CCCC2)n(Cc2ccccc2)c(=O)n1CCOc1ccccc1	-1	-2	·	·	·	1	-19	0.2
21	CCOC(=O)C1CCN(c2cc3c(cc2NC(=O)c2ccc(OC)c(OC)c2)n(C)c(=O)n3C)CC1	-2	-2	-6	·	-2	·	-19	0.0
22	CNC[C@H]1Oc2ccc(NC(=O)Nc3ccc(OC)cc3)cc2C(=O)N([C@@H](C)CO)C[C@H]1C	·	18	4	-2.5	0	-2	7	0.2
23	Cc1ccc2nc(-c3cccc(Br)c3)cc(C(=O)NC3CC3)c2c1	-4	-2	-4	0.0	·	·	-24	0.0
24	NC(=O)Nc1ccc(Cl)cc1	-4	-8	8	0.2	·	-10	-5	0.1
25	CCCCCc1cc(=O)[nH]c(=S)[nH]1	-2	-3	·	-0.1	·	7	2	0.4
26	Cc1cccc(NC(=O)CN2C(=O)N/C(=C\c3ccccc3OCc3ccc(C(=O)O)cc3)C2=O)c1	4	-4	-8	0.4	4	8	-11	0.0
27	COCCn1c(SCC(=O)Nc2ccccc2OC)nc2c(oc3ccccc32)c1=O	-2	-23	·	?	·	12	-2	0.2
28	CCCNC(=O)N1CC2(CCN(CC3CCCC3)CC2)c2c(n(C)c3cc(OC)ccc23)[C@@H]1CO	4	3	·	0.0	·	18	17	0.0
29	O=C(NCC1CCCO1)c1[nH]c(C(F)(F)F)nc1-c1ccccc1 (stereo not given)	11	-1	0	·	-3	6	-17	0.1
30	CS/C(Nc1cc(Cl)ccc1Cl)=C(/C#N)C(=O)c1ccco1	-8	-4	-9	0.5	0	-55	-18	0.0
31	O=C(Cc1ccccc1)NNC1CC(=O)N(c2ccc(Br)cc2)C1=O (stereo not given)	5	-9	1	2.8	·	3	-11	0.0
32	CC(=O)NC(=O)COC(=O)c1ccc2ncsc2c1	-4	5	·	3.2	·	7	-8	1.0
33	COc1ccc(C#Cc2ccc([C@H]3[C@@H](CO)N4C(=O)CN(C(=O)c5ccccc5)C[C@@H]34)cc2)cc1	·	58	·	0.1	·	-4	-36	0.0
34	C[C@H]1CN([C@@H](C)CO)C(=O)c2cc(C#CCC3CCCC3)cnc2O[C@@H]1CN(C)S(=O)(=O)c1cccs1	·	2	3	0.3	3	6	9	0.4
35	COCCNC(=O)C1Nc2ccc(OC(F)(F)F)cc2C2C=CCC12 (stereo not given)	-5	·	0	-0.1	-6	-1	·	0.0
36	C[C@H](CO)N1C[C@H](C)[C@@H](CN(C)Cc2cncnc2)Oc2ncc(C#CC(C)(C)O)cc2C1=O	-2	0	-2	0.6	-2	-15	3	-1.0
37	CS(=O)(=O)N1CC(=O)N2[C@H](C1)[C@H](c1ccc(C#CCc3ccccc3)cc1)[C@@H]2CO	·	-7	·	-0.1	·	-9	-8	0.0
38	COc1cc(NC(=O)c2cccs2)c(C(=O)OCC(=O)NC(=O)NC(C)(C)C)cc1OC	-5	·	0	1.0	-5	·	·	·
39	COc1ccccc1NC(=O)N[C@@H]1CC[C@H](CCn2cc(-c3ccccc3)nn2)O[C@@H]1CO	·	-6	-15	0.2	-4	-1	18	0.2
40	C[C@H]1CN([C@@H](C)CO)C(=O)c2cccc(NC(=O)c3ccc(-c4nccs4)cc3)c2O[C@@H]1CN(C)C(=O)Nc1ccc(C(F)(F)F)cc1	10	10	-21	0.0	3	-1	7	0.4
41	N#CC[C@H](Cc1ccccc1)N1CC[C@@H](NC(=O)OCc2ccccc2)CCC1=O	-14	2	-9	0.0	-1	-6	-19	0.2
42	FC(F)(F)c1cccc(OCc2nnc3n2CCC3)c1	·	6	·	·	·	3	-13	0.0
43	Cc1noc(C)c1S(=O)(=O)Nc1ccc2c(c1)C(=O)N([C@@H](C)CO)C[C@H](C)[C@H](CN(C)Cc1ccc3c(c1)OCO3)O2	-3	3	0	401*	3	4	7	-1.1
44	CC(C)C[C@@H](NC(=O)[C@H]1CCCN1C(=O)Cc1ccccc1)C(N)=O	7	0	-8	0.5	20	-5	-6	0.0
45	O=C(C[C@H]1CC[C@@H]2[C@H](COC[C@@H](O)CN2CCC(F)(F)F)O1)N1CCC(Cc2ccccc2)CC1	-13	1	3	-0.1	0	-2	3	0.1
46	C[C@H](CO)N1C[C@H](C)[C@H](CN(C)Cc2ccc(C(F)(F)F)cc2)Oc2ccc(NS(=O)(=O)c3ccc(Cl)cc3)cc2C1=O	·	·	·	-0.3	0	0	·	0.1
47	Cc1cc(N)n(Cc2cccs2)n1	-16	-2	·	·	·	5	-14	0.0
48	CN1CCN(C2CN(C3CCCC3)S(=O)(=O)C2)CC1 (stereo not given)	9	-6	8	-0.1	-1	-2	-12	0.2
49	CC1CN(C(=O)c2ccc(Oc3ccccc3)cc2)CC(C)O1 (stereo not given)	·	4	·	-0.4	·	11	-3	0.0
50	C[C@H](NC(=O)C[C@@H]1C[C@@H]2c3cc(NC(=O)NC4CCCC4)ccc3O[C@@H]2[C@H](CO)O1)c1ccccc1	-11	1	-6	0.1	-7	-1	11	0.0
51	CN(Cc1ccccc1)C(=O)c1ccc(NC(=O)Cc2ccc(NC(=O)C3CCN(C(=O)c4ccccc4)CC3)cc2)cc1	14	-2	-13	0.1	-4	0	-6	0.0
52	COc1ccc(CN2CCN(S(=O)(=O)c3ccc(NC(C)=O)cc3)CC2)cc1	-6	-1	-6	-0.5	-5	17	9	0.0
53	COc1cccc2cc(C(=O)C3=C(O)C(=O)N(c4cc(C)on4)C3c3cccs3)oc12 (stereo not given)	-7	-3	-9	·	·	-20	-55	0.2
54	Cc1ccc(F)cc1C(=O)N1CCOCC1c1cc(C(=O)NCc2ccccc2)no1 (stereo not given)	4	4	4	0.5	-2	-8	-17	0.0
55	C[C@H](CO)N1C[C@H](C)[C@H](CN(C)CC2CC2)OCCCC[C@H](C)Oc2ccc(NC(=O)c3ccncc3)cc2C1=O	·	1	9	-0.1	-2	1	11	0.3
56	Cc1c(Cl)cccc1NC(=O)c1cccc(OC(F)F)c1	·	-1	-14	·	50*	-68	-5	·
57	CO[C@H]1CN(C)C(=O)c2cc(NC(=O)Cc3ccccc3)ccc2OC[C@H](C)N(C(=O)c2ccccc2F)C[C@@H]1C	-2	5	-2	-0.2	-1	-1	-3	0.6
58	COC(=O)C(C)n1cnc2c(nnn2-c2cccc(OC)c2)c1=O (stereo not given)	0	4	3	0.4	21	-31	-20	-0.1
59	Nc1cc(=O)[nH]c(SCc2ccc(Cl)cc2Cl)n1	-2	-5	-5	·	1	21	-10	0.0
60	CCOc1ccc(CN(C)C(=O)CNC(=O)C2CCCCC2)cc1	-4	-9	-7	0.7	0	5	-12	0.2

Next part.
no.	Compound	FN deposition inh	S100A4 inh HTS	RAD54 inh	E-selectin induc	esBAF inh	EWS-Fli inh	RAD52 inh	Xi reactivation
61	O=C(O)Cn1cc(/C=C2\SC(=O)N(c3ccccc3)C2=O)c2ccccc21	13	-17	-4	7.8	5	-12	-15	0.0
62	CCOc1ccc2c(c1)ncn2Cc1ccccc1	1	-2	·	1.1	·	-32	0	0.0
63	C[C@@H]1CN([C@@H](C)CO)C(=O)c2cc(NC(=O)Nc3ccc(F)cc3)ccc2O[C@@H](C)CCCCO[C@@H]1CN(C)C(=O)CCCN(C)C	·	10	6	0.2	-6	-2	9	-1.0
64	CCC(=O)Nc1sc(C(=O)Nc2ccccc2)c(C)c1C(=O)OC	-9	2	-5	·	-42	-35	-15	0.0

Compound activity as filed in PubChem BioAssay.
